SR-BI DiI inh = inhibitors of mouse SR-BI mediated HDL lipid uptake; actives 0.96% (n = 320,000); Q61009; AID 488896; inhibition, % at 12.5 µM; ldlA[mSR-BI] CHO cells, DiI-HDL uptake fluorescence, 3 h;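 active = mean replicate inhibition of at least 70% and a set share of replicates each scoring 70 or more; inconclusive = meets just one of the two criteria; inactive = fails both criteria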;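 note: 0% = median of neutral control wells and 100% = median of positive control wells; values of inactives mirror those of a sister screen read the other way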
Target sequence (Q61009 whole entry, looked up): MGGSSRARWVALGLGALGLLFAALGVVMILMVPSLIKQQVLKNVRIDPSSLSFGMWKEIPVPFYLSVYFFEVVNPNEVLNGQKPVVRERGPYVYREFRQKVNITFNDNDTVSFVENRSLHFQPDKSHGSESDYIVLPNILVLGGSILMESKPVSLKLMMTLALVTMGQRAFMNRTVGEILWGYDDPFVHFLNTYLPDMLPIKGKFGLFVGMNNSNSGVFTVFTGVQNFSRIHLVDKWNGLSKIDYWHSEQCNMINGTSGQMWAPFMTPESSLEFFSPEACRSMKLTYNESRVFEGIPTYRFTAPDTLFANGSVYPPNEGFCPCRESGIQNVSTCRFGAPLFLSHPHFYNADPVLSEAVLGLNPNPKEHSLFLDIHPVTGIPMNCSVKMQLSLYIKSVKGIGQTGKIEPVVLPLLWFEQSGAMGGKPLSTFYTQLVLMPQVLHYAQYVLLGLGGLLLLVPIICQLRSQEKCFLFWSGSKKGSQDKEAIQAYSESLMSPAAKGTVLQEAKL
PKA-R2B act = activates the human PKA-R2B holoenzyme complex; P22694+P31323; PKA-R2B holoenzyme dissociation, Cy5-IP20 fluorescence polarization; R2B truncated from residue 108, S112A mutant; 0% DMSO only, 100% 113 µM cGMP; activation, % at 11.4 µM; actives 0.079% (n = 340,000); AID 504700;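 active = activation above a cutoff set at the mean over all compounds plus 3 SD, cut at about 18% in these data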;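 note: higher means more holoenzyme dissociation and a rise in polarization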
Arrestin-AP2 inh = human beta-arrestin and AP2 interaction inhibition; FITC-arrestin peptide / GST-AP2 beads, flow cytometry; AP2 beta2 appendage carries R879A mutation; actives 0.31% (n = 340,000); inhibition, % at 10 µM; AID 504490;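 active = inhibition above a set limit, near 3 SD of compounds lacking own fluorescence, cut at about 54% in these data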;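 note: plate controls were DMSO wells for no effect and 5 µM unlabelled arrestin peptide for full effect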
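Test system: GST-tagged AP2 beta2-adaptin appendage (R879A) on 4 µm glutathione beads; also added: fluorescein-tagged arrestin peptide at 50 nM final; timing: 12 min plus 1 h, RT; signal: flow cytometry, FL1 (488/535 nm); read-out: percent drop in bead-associated FITC signal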
SUMO Mot1 rescue = SUMOylation pathway inhibition by Mot1-301 growth rescue; S. cerevisiae Mot1-301 growth rescue, ATP luminescence, 38.5C; percent above DMSO median, 100 means doubled; growth rescue, % at 18.8 µM; actives 1% (n = 320,000);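 active = every valid replicate shows activation above 250% relative to neutral control wells; inactive = the rest, any valid replicate at or below 250%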;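 note: OY570 slx delta 5 strain wells were the positive control but not used for scaling; some compounds called inactive have numbers as strong as hits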
CDK5 p35 inh = inhibitors of human CDK5/p35 kinase. Q00535+Q15078. Recombinant CDK5/p35, ADP-Glo luminescence, 60 min. inhibition, % at 10 µM. actives 0.01% (n = 330,000). AID 488839;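 active = highest replicate inhibition of at least 50% and at least 75% of replicates reaching 50%; inconclusive = only one of the two criteria met; inactive = both criteria failed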;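 note: plate controls were DMSO neutral control for no effect and GW8510 at 10 µM for full effect; many of its hits are not listed in these tables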
Target sequence (Q00535 whole entry, looked up): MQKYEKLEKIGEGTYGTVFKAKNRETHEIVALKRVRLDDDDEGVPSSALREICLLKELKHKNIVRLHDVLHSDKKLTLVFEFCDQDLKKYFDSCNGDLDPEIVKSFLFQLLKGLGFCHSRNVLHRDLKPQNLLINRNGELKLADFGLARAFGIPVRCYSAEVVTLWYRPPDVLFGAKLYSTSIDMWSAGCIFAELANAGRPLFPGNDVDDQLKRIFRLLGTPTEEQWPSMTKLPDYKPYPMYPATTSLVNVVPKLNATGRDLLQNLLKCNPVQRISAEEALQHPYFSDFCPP
Target sequence (Q15078 whole entry, looked up): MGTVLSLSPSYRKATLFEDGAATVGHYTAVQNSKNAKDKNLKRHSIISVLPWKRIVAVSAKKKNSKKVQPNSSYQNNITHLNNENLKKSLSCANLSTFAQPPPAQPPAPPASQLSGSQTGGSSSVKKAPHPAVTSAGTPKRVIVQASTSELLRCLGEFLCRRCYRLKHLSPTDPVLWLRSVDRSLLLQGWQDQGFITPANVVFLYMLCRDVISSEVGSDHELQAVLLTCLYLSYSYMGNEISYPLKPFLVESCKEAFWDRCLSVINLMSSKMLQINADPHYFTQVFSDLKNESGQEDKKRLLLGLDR
PKA-R1A activ = activates the PKA-R1A holoenzyme complex; PKA-R1A dissociation, Cy5-IP20 fluorescence polarization; scaled: DMSO 0%, 113 µM cGMP 100%; actives 0.083% (n = 340,000); activation, % at 11.4 µM;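 active = percent activation above the mean of all tested compounds plus 3 SD, cut at about 19% in these data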;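 note: higher means more PKAc released from R1A so a rise in polarization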
MITF TRPM1 HTS = activators of MITF-driven TRPM1 promoter activity in SK-MEL-5 cells. SK-MEL-5 TRPM1-promoter luciferase, 24 h; % of positive control, neutral wells = 0. activation, % at 12.5 µM. actives 0.75% (n = 300,000). AID 588334;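 active = mean activation of at least 80% with every replicate also reaching 80%; inconclusive = mean reaches 80% but some replicate falls short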;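 note: 0% = neutral control wells and 100% = parthenolide positive control wells; values of inactives mirror those of a sister screen read the other way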
dFosB act = enhances mouse delta FosB homodimer DNA binding; P13346; purified delta FosB, TAMRA-CDK5 oligo fluorescence polarization; percent of positive-control signal above neutral wells; activation, % at 25 µM; actives 0.99% (n = 340,000);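 active = mean activation above about 17%, with every replicate also reaching it, limit read from the data, passing the limit was not always enough; inconclusive = only one of the two conditions met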;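 note: fluorescence polarization rise as delta FosB binds a TAMRA Cdk5 AP-1 oligo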
Pemphigus Ab inh = inhibitors of pemphigus antibody binding to human desmoglein-3; DSG3-coupled beads, scFv-anti-DSG3-GFP binding, flow cytometry; hits give low values; binding (percent of control), % at 10 µM; actives 0.48% (n = 310,000);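 active = binding more than 3 SD below its plate's average and above zero; inconclusive = below that plate limit but binding exactly zero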;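 note: hits lower antibody fragment binding to DSG3; some compounds called inactive have numbers as strong as hits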
NSD2 inh = blocks human histone methyltransferase NSD2; O96028; NSD2 peptide methylation, AlphaScreen, 120 min; inhibition, % at 12.5 µM; actives 0.54% (n = 310,000); in the data active = inhibition above about 50%
SR-BI uptake up = enhances SR-BI lipid uptake from DiI-HDL. CHO ldlA[mSR-BI] cells, DiI-HDL uptake fluorescence, 3 h; 100 = double the neutral-control signal. activation, % at 12.5 µM. actives 0.096% (n = 320,000);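 active = mean replicate activation of at least 60% and every replicate at or above 60%; inconclusive = mean or all-replicate condition met, but not both; inactive = mean below 60% and not all replicates reaching 60%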;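 note: 0% = median plate neutral-control signal and 100% = twice that signal; values of inactives mirror those of a sister screen read the other way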
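Test system: SR-BI-overexpressing, LDLR-lacking CHO cells. Measured by: DiI fluorescence, bottom read. Medium: Ham's F12 with 0.5% BSA, HEPES 25 mM, pH 7.4. Timing: 3 h uptake period with compound, 37 °C.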
* hit, by the source's call; ? = inconclusive; · = no result given. Outcome played no part in choosing rows. About 4.7% of those tested had a hit in this group.

SMILES	SR-BI DiI inh	PKA-R2B act	Arrestin-AP2 inh	SUMO Mot1 rescue	CDK5 p35 inh	PKA-R1A activ	MITF TRPM1 HTS	dFosB act	Pemphigus Ab inh	NSD2 inh	SR-BI uptake up
CN(CC(=O)NC1CC(C)(C)NC(C)(C)C1)S(=O)(=O)c1cc(Cl)ccc1Cl	-10	0	-28	32	0.2	2	-1	-6	101	5	10
Cc1csc(NC(=O)c2ccc3ccccc3n2)n1	-23	-3	32	27	-0.6	-6	36	-28	92	1	23
CC1CN(S(=O)(=O)c2cc(C(=O)NCCC3=CCCCC3)ccc2Cl)CC(C)O1 (configuration not stated)	41	-17	-8	-4	-0.8	-10	3	-2	98	0	-41
CC(C)(C)c1cc(=O)n2[nH]c(N)nc2n1	-12	5	4	-6	-2.6	-4	-10	-6	102	-4	12
CCc1ccc(Nc2ccc3nonc3c2[N+](=O)[O-])cc1	·	-1	27	10	1.5	-6	·	1	·	31	·
CCCCSc1nc(C)nc2c1c(=O)n(C)c(=O)n2C	-21	-3	-3	4	0.5	-1	-13	-1	110	·	21
C/C(=C\C(=O)c1ccc(Br)cc1)NCc1ccc2c(c1)OCO2	-14	-4	2	-2	-1.2	7	0	0	115	-4	14
C=CCN=C1CC(C)(C)C(C(=O)OC)C(O)=C1C(=O)CCC (configuration not stated)	5	4	48	6	-1.1	-4	-1	1	85	-1	-5
CS/C(=C\[N+](=O)[O-])Nc1ccc(Cl)cc1	-4	5	31	81	0.3	-6	-20	-8	110	0	4
CCn1c(CNC(=O)c2ccc(OC)c(OC)c2)nnc1SCC(=O)Nc1ccc(OC)cc1	7	-2	4	-9	1.2	-6	5	2	103	·	-7
CCOC(=O)C(C)Sc1ncc(-c2ccc(Cl)cc2)cn1 (configuration not stated)	15	-9	-3	18	1.7	-3	21	3	98	·	-15
CN(C)CCCCOc1ccc(F)cc1	-4	6	2	289	0.0	3	10	5	96	6	4
COc1ccc(-c2csc3nc(C)nc(N4CCCCC4)c23)cc1OC	-4	-12	7	1	1.7	-8	-11	-17	122	36	4
Cc1ccc2nc(Nc3nc(C)cc(-c4ccccc4)n3)[nH]c(=O)c2c1	29	2	-2	0	0.2	-4	-35	-26	93	-1	-29
CC(OC(=O)c1ccc(NC(=O)CC#N)cc1)C(=O)Nc1nc(-c2ccccc2)cs1 (configuration not stated)	·	-13	-8	-6	-0.4	-9	58	-3	106	0	·
C/C(=N\NS(=O)(=O)c1ccccc1)c1cc(Cl)cc(Cl)c1O	-4	-5	-16	-11	0.9	-2	5	-4	103	6	4
COc1cccc(NC(=O)C2C3CCC4C(CCC32)C4(Cl)Cl)c1 (configuration not stated)	40	-1	3	451	0.4	-5	37	1	98	5	-40
O=C(O)C1CC=CCC1C(=O)NC1CCCCC1 (configuration not stated)	-19	-8	0	-6	-1.1	-5	10	-3	103	1	19
COc1ccc(CN2CCCC(CNC(=O)c3ccc(F)cc3)C2)c(F)c1 (configuration not stated)	-45	-10	5	-5	-1.9	-3	-7	-5	100	1	45
CCSc1nnc(NC(=O)/C=C/c2ccco2)s1	-1	9	23	3	0.1	4	54	-11	101	3	1
Cc1ccccc1-c1nc(CN2CCC(C(=O)NCc3cccs3)CC2)c(C)o1	6	4	3	·	-0.6	0	·	-7	104	-3	-6
COc1ccc(N(CC(=O)NC2CCCCCCC2)S(=O)(=O)c2c(C)nn(C)c2C)cc1	0	-6	-9	-2	-1.8	-20	·	-8	102	·	0
OCCC1CN(Cc2cccc(-n3cccn3)c2)CCN1Cc1ccccc1 (configuration not stated)	19	3	-1	0	1.0	-11	2	-4	94	0	-19
CCOc1ccccc1NC(=O)Cn1nnc(-c2ccc(OCC)c(OCC)c2)n1	41	-12	33	9	0.8	-10	-14	10	80	·	-41

One compound at a time, from the list above. Order of values: SR-BI DiI inh | PKA-R2B act | Arrestin-AP2 inh | SUMO Mot1 rescue | CDK5 p35 inh | PKA-R1A activ | MITF TRPM1 HTS | dFosB act | Pemphigus Ab inh | NSD2 inh | SR-BI uptake up
CCSc1nnc(NC(=O)/C=C/c2ccco2)s1 as listed: -1 | 9 | 23 | 3 | 0.1 | 4 | 54 | -11 | 101 | 3 | 1
CCn1c(CNC(=O)c2ccc(OC)c(OC)c2)nnc1SCC(=O)Nc1ccc(OC)cc1 as listed: 7 | -2 | 4 | -9 | 1.2 | -6 | 5 | 2 | 103 | · | -7

(cont.)
SMILES	SR-BI DiI inh	PKA-R2B act	Arrestin-AP2 inh	SUMO Mot1 rescue	CDK5 p35 inh	PKA-R1A activ	MITF TRPM1 HTS	dFosB act	Pemphigus Ab inh	NSD2 inh	SR-BI uptake up
Cc1nc2cc(NC(=O)N(C)c3ccc4ccccc4c3)ccc2o1	4	2	4	2	-4.8	-2	-20	-2	98	2	-4
COc1cccc(C(=O)Nc2cc(C(F)(F)F)ccc2Cl)c1	44	-3	25	369	-0.2	-16	-14	-2	86	-1	-44
O=C(Nc1ccc(F)cc1F)C1CCN(C(=O)c2ccc(Br)cc2)CC1	7	-4	12	3	-0.1	8	-1	-6	101	1	-7
CCCCCCn1c(CN2CCCCC2CC)nc2c1c(=O)n(C)c(=O)n2C (configuration not stated)	-21	-4	11	-11	2.2	-8	10	-3	91	·	21
COC(CNC(=O)CN1CCN(Cc2ccccc2F)C1=O)OC	-12	-3	-3	6	1.3	-6	7	-2	105	3	12
O=C(COc1ccc(S(=O)(=O)N2CCOCC2)cc1)NC1CCCC1	-22	-6	10	-9	0.8	-5	-10	-12	104	-5	22
Cc1ccc2nc(-c3ccccc3)cc(C(=O)Nc3cccnc3)c2c1	19	-1	-3	-4	0.0	-6	-1	2	98	-1	-19
O=C(NCCc1ccccn1)C1CCCN1S(=O)(=O)c1ccc(Cl)cc1 (configuration not stated)	·	1	19	0	-0.3	1	2	4	·	119*	·
O=C(CSC1=NC2(CCCCCC2)N=C1c1ccccc1)Nc1ccc2c(c1)OCCO2	15	0	0	-18	1.4	-12	6	4	110	·	-15
Cc1cc(C)n(Cc2ccccc2)c(=O)c1S(=O)(=O)c1ccccc1	-17	-2	-6	132	-0.1	-1	·	-4	103	0	17
CCOc1ccc(Cl)cc1CN1CCOCC1	-6	-1	22	32	-0.6	-1	-10	-2	96	3	6
COc1ccc(NS(=O)(=O)c2ccc3oc(SCc4ccc(F)cc4)nc3c2)cc1	-8	7	30	1	-0.2	-2	1	3	100	3	8
O=C(c1ccc(NC(=S)NCc2ccc(Cl)cc2)cc1)N1CCCCC1	56	-4	15	·	-1.6	1	-9	30*	99	-2	-56
CN(C)C(=O)C(OC(=O)c1ccc2c(c1)CCCC2)c1ccccc1 (configuration not stated)	21	6	-3	-1	-0.2	1	8	-8	119	3	-21
O=C(Nc1nc2ccccc2n1Cc1ccccc1)c1ccco1	6	1	-5	-25	0.9	8	-28	-3	·	-2	-6
O=C(NCCCN1CCOCC1)c1ccc(N2CCCC2)c([N+](=O)[O-])c1	-14	1	44	2	-2.5	-2	2	2	95	0	14
CC(C)CC(CO)N1CCN(C(=O)c2cccc(C(F)(F)F)c2)CCC1=O (configuration not stated)	-28	2	-3	2	1.4	3	4	4	·	·	28
CCc1ccc(OCc2ccc(C(=O)OC)o2)cc1	-6	-8	-6	-15	0.6	-3	89*	-4	·	0	6
COc1ccc(NC(=S)N(CCN(C)C)Cc2cccs2)cc1	-3	1	1	34	0.3	-7	12	-4	·	1	3
OCC1OC(Oc2c(Br)cc(Br)cc2Br)C(O)C(O)C1O (configuration not stated)	-11	-3	3	·	-7.2	-5	-4	-1	92	-1	11
COc1ccc(C(=O)n2cc(C(=O)c3cc(C)ccc3O)cn2)cc1	-13	-13	0	28	-1.0	-4	11	1	103	-1	13
CCOCCCNC(=O)c1ccc2c(c1)ncn2-c1ccc(C)cc1C	19	-7	29	-16	1.3	3	-11	2	119	-4	-19
O=C(O)c1c2cc(Br)ccc2nc2[nH]c(=O)[nH]c(=O)c12	-22	1	-10	·	-1.4	-2	-2	2	102	0	22
CCOC(=O)c1c(NC(=O)CC2SC(=NC)N(C)C2=O)sc(C)c1C (configuration not stated)	36	-3	2	-10	0.6	-5	·	4	101	-1	-36
Cc1ccc(/C=C/C(=O)OCC(=O)N2CC(=O)Nc3ccccc32)o1	10	2	21	-5	-1.5	-7	-1	3	98	-2	-10
COc1ccc(C(=O)Nc2ccc(S(=O)(=O)N3CCCC3)cc2)cc1[N+](=O)[O-]	49	1	4	-12	0.0	-7	14	-7	101	1	-49
COc1ccc(Cc2nn3c(-c4cc(OC)c(OC)c(OC)c4)nnc3s2)cc1	12	4	-12	-2	1.6	4	·	?	·	0	-12
O=C(NCCS(=O)(=O)c1ccc(Br)cc1)c1ccc(F)cc1	-14	-5	3	6	-2.1	-5	-13	-6	118	-1	14
O=C(c1cccnc1)N1CCN(C/C=C/c2ccccc2)CC1	9	2	-3	4	-0.4	2	1	-5	102	2	-9
O=C(COC(=O)/C=C/c1cccc(F)c1)NC(=O)NCc1ccccc1	4	-11	-7	-3	-9.9	-11	-9	3	107	3	-4
Cc1ccccc1-c1ccnc2[nH]n(-c3ccccc3)c(=O)c12	-7	0	5	12	-0.6	5	-6	-3	96	5	7
NCCCCCc1nnc(SCc2ccc(Cl)cc2Cl)o1	9	13	7	-4	-1.2	9	·	-5	108	32	-9
COC(=O)c1[nH]c2cc(OC)c(OC)cc2c1NC(=O)c1cccc(OC)c1	41	-5	19	-18	1.3	-7	36	-18	·	·	-41
CCCCNC(=O)c1onc(CSc2cccc(OC)c2)c1C(=O)NCCCC	4	-38	16	-11	0.7	-7	-4	5	103	·	-4
CCOC(=O)C1CCCN(c2c(NCCc3cccc(C)c3)c(=O)c2=O)C1 (configuration not stated)	·	-8	10	-3	1.0	-4	2	-2	101	-1	·
CCCCn1c(N)c(N(CC)C(=O)c2cc(Br)ccc2Cl)c(=O)[nH]c1=O	-9	1	9	130	2.4	-1	-2	-3	98	-1	9
O=C(NNC(=O)c1ccccc1O)c1ccc(NS(=O)(=O)c2ccc(F)c(F)c2)cc1	85*	0	-8	4	0.0	-1	-4	-6	89	0	-85
CS(=O)(=O)c1ccc(Cl)c(NC(=O)CSc2n[nH]c(N)n2)c1	-17	4	-2	18	-3.4	-6	0	-5	102	0	17
